E-selectin induc = E-selectin induction in HUVECs, primary screen, imaging, HUVEC, immunofluorescence imaging, single point; hit rate 0.37% among 260,000; normalized: neutral wells 0, TNF-alpha wells 100; activation, % at 7.58 µM; AID 686992, 2013; P16581;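 active means mean E-selectin-positive cell signal at least 10% of the positive control, reached in at least 60% of replicates, without over 20% cell loss; inconclusive means no rule given, readout overlaps actives, possibly toxicity-flagged; inactive means the rest, including those meeting only one limit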;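 further: in these data hits start at about 27%; measured in HUVEC primary endothelial cells; signal is the percent of cells scored E-selectin positive by PE staining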
Target sequence (P16581 whole entry, looked up): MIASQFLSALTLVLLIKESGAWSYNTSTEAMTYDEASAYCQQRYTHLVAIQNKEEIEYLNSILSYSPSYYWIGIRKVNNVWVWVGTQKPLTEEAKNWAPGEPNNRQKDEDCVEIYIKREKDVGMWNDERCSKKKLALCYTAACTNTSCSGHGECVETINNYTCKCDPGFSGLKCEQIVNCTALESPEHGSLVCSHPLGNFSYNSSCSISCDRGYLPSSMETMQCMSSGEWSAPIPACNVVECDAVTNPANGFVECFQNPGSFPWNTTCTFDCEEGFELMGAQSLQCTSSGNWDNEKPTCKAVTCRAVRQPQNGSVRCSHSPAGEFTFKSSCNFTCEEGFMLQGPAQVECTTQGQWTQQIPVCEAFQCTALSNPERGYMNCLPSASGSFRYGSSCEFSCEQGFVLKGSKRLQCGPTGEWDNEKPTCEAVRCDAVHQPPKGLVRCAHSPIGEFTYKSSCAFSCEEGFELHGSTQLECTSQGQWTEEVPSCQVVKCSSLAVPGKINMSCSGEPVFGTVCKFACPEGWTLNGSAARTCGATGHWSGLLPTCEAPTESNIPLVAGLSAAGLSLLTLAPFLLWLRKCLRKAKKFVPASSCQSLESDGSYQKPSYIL
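Assay system: HUVEC, human umbilical vein endothelial cells / Amount: 3,000 HUVEC/well / Controls: TNF-alpha positive control, DMSO neutral control / Compound dosing: single concentration / Medium: EGM-2 over gelatin coat / Evaluation: percent E-selectin-positive cells / Signal: immunofluorescence imaging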
PglD inh = C. jejuni PglD acetyltransferase inhibitors, primary screen, biochemical, DTNB colorimetric, single point; UDP-N-acetylbacillosamine N-acetyltransferase PglD (Campylobacter jejuni); purified PglD enzyme, DTNB colorimetric CoA detection; inhibition, % at 12.5 µM; hit rate 0.098% among 360,000; AID 602405, 2012; in the data active means inhibition above about 16%, passing the limit was not always enough; inconclusive means no clear call, values can overlap the other calls; further: strong numbers were not always called active
Statin myotox sup = suppressors of statin myotoxicity in C2C12 myotubes, primary screen, cell-based, single point, plate reader; C2C12 myotubes + simvastatin, ATP luminescence, 48 h; scaled: DMSO 0, geranylgeraniol control 100; AID 602340, 2012; rescue of ATP level, % at 7.49 µM; hit rate 0.78% among 330,000;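 active means mean ATP rescue above about 67%, or every replicate alone reaching that limit, limit read from the data, passing the limit was not always enough; inconclusive means no clear call, values can overlap the other calls; inactive means mean under the limit and some replicate under it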;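 further: myotubes were challenged with 10 µM simvastatin during compound exposure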
S100A4 inh HTS = inhibitors of S100A4-myosin IIA peptide binding, primary screen, biochemical, fluorescence polarization, TAMRA-MyoIIA peptide. Protein S100-A4 (Homo sapiens), P26447. inhibition, % at 10.7 µM. hit rate 0.14% among 360,000;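 active means mean inhibition of at least 70% across replicates, with every replicate also reaching that level; inconclusive means mean inhibition reaches 70% but some replicates fall short; inactive means mean inhibition below 70%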
Target sequence (P26447 whole entry, looked up): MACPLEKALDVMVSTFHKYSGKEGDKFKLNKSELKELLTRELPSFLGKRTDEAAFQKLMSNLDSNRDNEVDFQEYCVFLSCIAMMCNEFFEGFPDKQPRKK
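System – human S100A4 monomer protein, biochemical binding assay · Buffer or medium – Calcium-containing HEPES buffer, pH 7.2 · Timing – 5 min between mix addition and reading · Also added – TAMRA-labelled myosin IIA heavy-chain peptide probe, 5 nM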
DENV2 CPE = inhibitors of DENV2 cytopathic effect, primary screen, cell-based, plate reader, single concentration. DENV2-infected cells, cytopathic effect rescue. CPE inhibition, % at 9.99 µM. hit rate 1.7% among 350,000; in the data active means CPE inhibition above about 20%, passing the limit was not always enough; inconclusive means no clear call, values can overlap the other calls; tested in BHK-21 cells;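 further: 0% = median of neutral control wells and 100% = median of positive control wells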
ERp5 inh = inhibitors of ERp5-driven insulin aggregation, primary screen, biochemical, turbidity, absorbance 650 nm, single point. Protein disulfide-isomerase A6 (Homo sapiens), Q15084. AID 651711, 2012. hit rate 0.05% among 350,000. inhibition, % at 9.99 µM. 90 min;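 active means mean replicate inhibition above about 25%, with every replicate also reaching it, limit read from the data, passing the limit was not always enough; inconclusive means only one of those two criteria met; inactive means neither criterion met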
SIRT5 block = SIRT5 desuccinylase inhibitors, primary screen, biochemical, fluorescence imaging, single point, set 5; NAD-dependent protein deacylase sirtuin-5, mitochondrial (Homo sapiens), Q9NXA8; Purified SirT5, succinyl-peptide AMC, trypsin-coupled fluorescence; hit rate 1.1% among 330,000; AID 652115, 2013; inhibition, % at 15 µM; in the data active means inhibition above about 15%; inconclusive means no clear call, values can overlap the other calls
Target sequence (Q9NXA8 whole entry, looked up): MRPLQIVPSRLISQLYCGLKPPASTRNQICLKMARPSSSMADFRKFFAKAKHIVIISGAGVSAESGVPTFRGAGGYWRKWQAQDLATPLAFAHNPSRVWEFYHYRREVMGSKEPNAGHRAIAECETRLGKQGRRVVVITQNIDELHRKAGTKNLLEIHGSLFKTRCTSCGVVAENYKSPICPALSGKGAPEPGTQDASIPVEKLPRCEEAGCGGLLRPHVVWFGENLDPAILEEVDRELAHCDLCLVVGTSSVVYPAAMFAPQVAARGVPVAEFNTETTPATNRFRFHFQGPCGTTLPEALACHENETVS
* hit, by the source's call; ? = inconclusive; nt = no result given; & = joins results of further samples. The list is partial (hit frequency here may not be typical).

Short keys – A = E-selectin induc; B = PglD inh; C = Statin myotox sup; D = S100A4 inh HTS; E = DENV2 CPE; F = ERp5 inh; G = SIRT5 block
C[C@@H]1CN([C@@H](C)CO)C(=O)c2cc(Br)cnc2O[C@@H]1CN(C)C(=O)c1ccccc1F
  A = 0.0	B = 1	C = -12	D = -4	E = -3	F = -6	G = -10
CSc1ccccc1NC(=O)COc1ccc(Cl)cc1C
  A = -0.1	B = nt	C = nt	D = -10	E = -4	F = ?	G = 8
COc1ccc(NC(=O)CCOc2cc(C)ccc2C)cc1S(=O)(=O)N1CCCCC1
  A = 0.1	B = 1	C = 12	D = 0	E = 7	F = 6	G = nt
Cc1cccc(OC(=O)NCCOC(=O)N(O)c2ccc(Cl)cc2)c1
  A = nt	B = 9	C = nt	D = 0	E = ?	F = 4	G = 2
COc1ccc([N+](=O)[O-])cc1NC(=O)CSCc1cc(C)cc(C)c1
  A = nt	B = nt	C = nt	D = -6	E = 6	F = 1	G = 0
COc1ccccc1C(=O)NC(C)c1cccc2ccccc12 (stereo not drawn)
  A = 21	B = -6	C = -6	D = -8	E = 1	F = -1	G = 4
COc1cc2c(c(OC)c1OC)-c1ccc(NC(=O)c3ccccc3)c(=O)cc1[C@@H](NC(C)=O)CC2
  A = 2.5	B = nt	C = 17	D = 1	E = 2	F = 0	G = -1
O=C(/C=C/[C@H]1O[C@@H](n2ccc(=O)[nH]c2=O)[C@H](O)[C@@H]1O)N[C@@H](Cc1ccccc1)C(=O)O
  A = 0.1	B = -3	C = 4	D = -1	E = -13	F = 2	G = -2
O=C(O)c1c(F)c(F)c(F)c(F)c1-c1ccc(Cl)cc1
  A = nt	B = -3	C = 3	D = -2	E = 2	F = -3	G = -1
O=C(OCc1c(-c2ccccc2)ncc2ccccc12)c1ccc(F)cc1
  A = -0.5	B = -1	C = 10	D = -13	E = 17	F = -4	G = -1
COC(=O)c1ccc(OCC(O)CN2CCc3cc(OC)c(OC)cc3C2c2ccccc2)cc1 (stereo not drawn)
  A = -0.3	B = -1	C = 1	D = -2	E = 1	F = 2	G = -3
COc1ccc(NC(=O)CN(C)C(=O)c2ccccc2Sc2ncnc3sc(C)c(C)c23)cc1
  A = nt	B = -4	C = -3	D = -9	E = nt	F = 3	G = 0
CCc1nn(CC(=O)Nc2cc(C)ccc2C)c(=N)s1
  A = -1.1	B = nt	C = -7	D = 0	E = 4	F = 2	G = -3
CCn1cc(C(=O)NCCCN2CCCC(C)C2)c(=O)c2cc(S(=O)(=O)N3CCOCC3)ccc21 (stereo not drawn)
  A = 0.8	B = 24*	C = 8	D = -2	E = 3	F = 1	G = -2
CN(C(=O)c1ccccc1C(=O)OCC(=O)c1ccc(F)cc1)c1ccccc1
  A = -0.6	B = 2	C = 2	D = -3	E = 0	F = -3	G = 2
COc1cccc(NC(=O)N[C@@H]2C=C[C@@H](CC(=O)Nc3ccccc3)O[C@@H]2CO)c1
  A = -0.2	B = nt	C = nt	D = 4	E = -2	F = 3	G = -3
O=C(C1=C[C@@H](c2ccc(Br)cc2)C[C@@H](OCc2ccc(CO)cc2)O1)N1CCCC1
  A = nt	B = 4	C = nt	D = 7	E = 6	F = 1	G = 4
COc1cc(C(=O)NCC(=O)N2CC=C(c3ccccc3)CC2)cc(OC)c1OC
  A = 0.5	B = -4	C = 18	D = -1	E = -8	F = -3	G = -4
C[C@@H]1CN([C@@H](C)CO)C(=O)c2cc(C#CCc3ccccc3)cnc2O[C@H]1CN(C)Cc1ccccn1
  A = -2.2	B = 1	C = nt	D = 72	E = 17	F = 10	G = 8
COc1cccc(S(=O)(=O)N2CC[C@H]3[C@H](CO)Nc4ccc(-c5ccc(C#N)cc5)cc4[C@H]32)c1
  A = -0.3	B = 0	C = -32	D = nt	E = -9	F = nt	G = nt
COc1cccc(C(=O)Nc2ccc3c(c2)OC[C@@H](C)N(CCc2ccccc2)C[C@@H](C)[C@@H](OC)CN(C)C3=O)c1
  A = 0.1	B = 2	C = -8	D = 6	E = 2	F = 3	G = 3
CCN(C(=O)COc1ccccc1)C1CCCCC1
  A = -1.6	B = -9	C = 1	D = 0	E = -2	F = -6	G = -2
Cc1cccc(Cn2ccc(N)n2)c1
  A = 3.4	B = nt	C = 9	D = 2	E = -6	F = 0	G = -2
Cc1c(Cl)c([N+](=O)[O-])nn1CC(=O)NCc1cccs1
  A = -2.3	B = -4	C = nt	D = -3	E = -15	F = -2	G = 7
CCOC(=O)C1(Cc2cccc(OC)c2)CCCN(S(=O)(=O)N(C)C)C1 (stereo not drawn)
  A = -0.2	B = -1	C = 0	D = 2	E = -4	F = 1	G = -1
COC(=O)Cn1c2nc3ccccc3nc2c2cccc(C)c21
  A = 0.6	B = -3	C = 8	D = -5	E = 4	F = 3	G = 0
COc1ccc(C2CC(=O)Oc3ccc(C(C)(C)C)cc32)cc1 (stereo not drawn)
  A = 0.3	B = 1&6	C = 3	D = -12&-4	E = -1&-3	F = 7&-1	G = -5&3
COc1cccc(CNC(=O)Cn2ccc3cc(S(=O)(=O)N4CCCCCC4)ccc32)c1
  A = nt	B = 2	C = -45	D = -1	E = -2	F = nt	G = 2
O=C(Oc1ccc(-n2cnnn2)cc1)c1ccccc1
  A = nt	B = nt	C = nt	D = 2	E = -5	F = 7	G = -1
CCS(=O)(=O)N1CCN(Cc2c[nH]c3ccccc23)CC1
  A = -1.2	B = nt	C = nt	D = -1	E = -6	F = 0	G = nt

7 compounds out of the list, ordered by molar mass, highest first:
Short keys – A = E-selectin induc; B = PglD inh; C = Statin myotox sup; D = S100A4 inh HTS; E = DENV2 CPE; F = ERp5 inh; G = SIRT5 block
COc1cccc(C(=O)Nc2ccc3c(c2)OC[C@@H](C)N(CCc2ccccc2)C[C@@H](C)[C@@H](OC)CN(C)C3=O)c1
  A = 0.1	B = 2	C = -8	D = 6	E = 2	F = 3	G = 3
O=C(C1=C[C@@H](c2ccc(Br)cc2)C[C@@H](OCc2ccc(CO)cc2)O1)N1CCCC1
  A = nt	B = 4	C = nt	D = 7	E = 6	F = 1	G = 4
CCOC(=O)C1(Cc2cccc(OC)c2)CCCN(S(=O)(=O)N(C)C)C1 (stereo not drawn)
  A = -0.2	B = -1	C = 0	D = 2	E = -4	F = 1	G = -1
CSc1ccccc1NC(=O)COc1ccc(Cl)cc1C
  A = -0.1	B = nt	C = nt	D = -10	E = -4	F = ?	G = 8
Cc1c(Cl)c([N+](=O)[O-])nn1CC(=O)NCc1cccs1
  A = -2.3	B = -4	C = nt	D = -3	E = -15	F = -2	G = 7
COc1ccccc1C(=O)NC(C)c1cccc2ccccc12 (stereo not drawn)
  A = 21	B = -6	C = -6	D = -8	E = 1	F = -1	G = 4
CCN(C(=O)COc1ccccc1)C1CCCCC1
  A = -1.6	B = -9	C = 1	D = 0	E = -2	F = -6	G = -2

(next part)
Order of results: E-selectin induc, PglD inh, Statin myotox sup, S100A4 inh HTS, DENV2 CPE, ERp5 inh, SIRT5 block
> CNC(=O)C1CN(C(=O)c2nn(Cc3ccccc3)c(=O)c3ccccc23)c2ccccc2O1 (stereo not drawn)
 : 0.3, 0, 2, -4, -1, -2, nt
> CCCn1cc(C(=O)OCC)c(=O)c2cc(F)c(F)cc21
 : -0.1, 3, nt, -1, 0, 1, -2
> CC=Cc1ccc2n(c1=O)C[C@@H]1[C@@H](CO)[C@H](C(=O)NCc3ccc4c(c3)OCO4)[C@H]2N1C(C)=O (mixture of isomers)
 : 0.2, 4, 15, 125*, -5, -2, 5
> O=C(C[C@@H]1CC[C@@H]2[C@H](COC[C@H](O)CN2C(=O)Cc2ccccc2)O1)NC1CCCC1
 : -0.1, 1, -15, -5, -5, -1, -2
> Cc1ccc(CNC(=O)Nc2ccc3c(c2)N(C)C(=O)CS3)cc1
 : nt, nt, nt, -3, -10, 2, -4
> CCCc1c(-c2ccccc2F)ncn1CCc1ccccc1OC
 : -0.2, nt, nt, -6, 9, -1, 1
> COc1cccc(CN(C(=O)c2cnccn2)C(C(=O)NC2CCCCC2)c2cc(OC)c(OC)c(OC)c2)c1 (stereo not drawn)
 : nt, 2, -29, 43, 1, 1, -1
> COc1ccccc1NC(=O)CCNC(=O)c1ccc(C)cc1
 : nt, 6, 17, -5, 2, 3, -2
> COCC1CCN(C(=O)c2ccc3oc(C(C)C)nc3c2)C1 (stereo not drawn)
 : -0.2, 1, -1, 0, 0, -4, nt
> O=C(CSc1nnnn1-c1ccc(F)cc1)NNC(=O)c1ccco1
 : 3.3, -1, 1, -1, -4, 5, 15
> O=C(C1CCC1)N1CC[C@@H]2[C@H]1c1cc(Br)ccc1N[C@@H]2CO
 : 1.7, nt, nt, -4, -6, 5, -3
> COc1ccc(N(CC(=O)N2CCN(c3ccc(F)cc3)CC2)S(=O)(=O)c2c(C)noc2C)cc1
 : nt, 4, 3, -5, 2, 3, -1
> COc1cccc(CNC(=O)c2cc(S(=O)(=O)N3CCOCC3)ccc2N2CCCC2)c1
 : -0.2, -3, -5, -5, -1, 0, 0
> CCOc1ccc(NC(=O)NC2CCCc3ccccc32)cc1 (stereo not drawn)
 : nt, 9, nt, -1, -10, -1, -3
> Cc1c(NC(=O)c2ccc(Cl)c([N+](=O)[O-])c2)cccc1-n1cnnn1
 : -0.3, -4, -5, -4, 6, -1, -4
> C[C@@H]1CCCCO[C@@H](CN(C)C(=O)Cc2ccccc2)[C@H](C)CN([C@H](C)CO)C(=O)c2cc(NC(=O)Nc3ccccc3)ccc2O1
 : nt, -1, nt, -19, -2, 5, 4
> COc1ccc(NC(=O)N2CCN(C(=O)C(Cc3ccc(F)cc3)NC(C)=O)CC2)cc1 (stereo not drawn)
 : 9.0, -4, 14, -8, -4, 0, 1
> Cc1cc(NC(=O)CSc2nnc(CNC(=O)c3ccc(F)cc3)o2)no1
 : -0.1, -9, nt, -5, 18, 1, -2
> CCCNC(=O)N(C)C[C@H]1Oc2ncc(-c3ccc(C(=O)N(C)C)cc3)cc2C(=O)N([C@@H](C)CO)C[C@@H]1C
 : -0.1, 1, nt, 25, 7, 4, 2
> COc1ccc(CN(Cc2ccc(C(=O)O)cc2)C(=S)Nc2ccccc2Cl)cc1OC
 : 0.1, 2, -11, 0, 3, 4, 1
> C[C@H](CO)N1C[C@H](C)[C@H](CN(C)C(=O)Nc2ccccc2)Oc2ncc(C#Cc3ccc(C(F)(F)F)cc3)cc2C1=O
 : nt, 3, 27, -11, 3, 2, 9
> Cc1nc2ccccc2nc1CN1CCN(Cc2ccc(F)c(F)c2)C(CCO)C1 (stereo not drawn)
 : 0.1, -7, 0, -19, 0, 0, -2
> CCC(C)(C)n1nnnc1C(c1ccncc1)N1CCN(c2cccc(OC)c2)CC1 (stereo not drawn)
 : nt, -4, 2, -2, 17, 5, -2
> Cc1cccc(N2CN(S(=O)(=O)c3cccc([N+](=O)[O-])c3)c3nc4ccccc4nc32)c1
 : 0.2, 3, -2, 0, -5, -2, nt
> COc1ccc2oc(C(=O)N3CCN(S(=O)(=O)c4cccc([N+](=O)[O-])c4)CC3)c(C)c2c1
 : -0.2, -5, -6, -1, -3, -3, -1
> Cn1cc(CN2CCN(Cc3ccccc3)C(CCO)C2)c(-c2ccccc2)n1 (stereo not drawn)
 : 6.0, -3, -8, -13, -3, 2, nt
> O=C(N/N=C/c1ccccc1O)C1CCCC1
 : -0.1, -3, nt, -5, -5, 6, -5

Compound activity from PubChem.
